# rTrxR1 inhibitor: rat TrxR1 inhibition | O89049 | recombinant rTrxR1, NADPH fluorescence consumption, selenite substrate | hit rate 1% among 390,000 | Potency, µM (series often up to 114 µM), for the others: top-dose activity change, negative = inhibition, most hits filed as inhibitors; further: on the % scale 0 is the no-effect control and ±100 the full control effect; nearly all actives have a fitted effect of over 65% in size
#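 Rat TrxR1 (90 nM in the dispensed reagent) was pre-reduced with 400 uM NADPH for 5 min at room temperature, then incubated with compound for 15 min. After 400 uM selenite was added, NADPH fluorescence (Ex 340/Em 450 nm) was followed for 8 min.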
# RGS4 inhibitor: inhibitors of human regulator of G protein signaling 4; P49798; Transcreener GDP fluorescence polarization, RGS4-accelerated GTP hydrolysis; Potency, µM (titrated, usually from 114 µM), for inactives: at the highest dose activity change, negative = inhibition, usual class: inhibitors; hit rate 0.039% among 390,000; AID 504845; further: on the % scale 0 is the no-effect control and ±100 the full control effect; nearly all actives have a fitted effect of over 75% in size; some results filed as inactive show a strong effect at the top dose
# Target sequence (P49798 whole entry, looked up): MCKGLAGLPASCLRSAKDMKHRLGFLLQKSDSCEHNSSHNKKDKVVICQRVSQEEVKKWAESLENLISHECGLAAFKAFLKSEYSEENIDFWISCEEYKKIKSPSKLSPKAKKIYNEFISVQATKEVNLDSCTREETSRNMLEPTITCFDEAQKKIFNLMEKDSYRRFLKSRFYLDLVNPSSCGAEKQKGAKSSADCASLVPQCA
#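 MLSMR compounds (23 nl, pin-transferred) preincubated 10 min at room temperature with a 500nM (2x) first reagent, then RGS4 at 900nM (2x) plus Transcreener GDP mix added; fluorescence polarization (620/688 nm) read before and after 90 min at 30 °C.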
# TrxR1 substrate: rat thioredoxin reductase 1 substrate activity | O89049 | purified TrxR1 substrate turnover, NADPH consumption readout | Potency, µM (highest dose often 114 µM), without a hit: at the top dose activity change, negative = substrate turnover | hit rate 0.01% among 390,000 | AID 588456; further: on the % scale 0 is the no-effect control and ±100 the full control effect; nearly all actives have a fitted effect of over 50% in size
#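 Rat TrxR1, dispensed at 90 nM, was prereduced with 400 uM NADPH (final) for 5 min at ~22 deg C, then incubated with compound 15 min before 400 uM selenite. A first-read NADPH fluorescence drop versus no-compound background flagged substrates.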
# ALOX12 inh: inhibitors of human 12S-lipoxygenase ALOX12; P18054; purified 12hLO, xylenol orange hydroperoxide absorbance; Potency, µM (highest dose often 108 µM), without a hit: at the top dose activity change, negative = inhibition, usual class: inhibitors; hit rate 1.1% among 580,000; AID 1671190; further: on the % scale 0 is the no-effect control and ±100 the full control effect
#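 Purified human 12hLO (150 nM final) in 25 mM Hepes, 0.01% Triton X-100, pH 7.0 was preincubated 15 min at room temperature with compound. Then 40 uM arachidonic acid was added, 30 min. Hydroperoxide was read by Fe-XO absorbance ratio 573/405 nm.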
# Vif-A3F inh: inhibitors of Vif-A3F interaction | HeLa A3F-eYFP + Vif (tagged APOBEC3F with the HIV-1 protein that degrades it), YFP fluorescence increase | Potency, µM (top dose mostly 46.1 µM), for the others: at the top dose activity, negative = active | hit rate 0.2% among 390,000 | AID 602313; further: % of control where 0% means no effect; nearly all actives have a fitted effect of over 65% in size
#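 Fluorescence increase (Ex 488/Em 500-530) after overnight compound treatment at 37 deg C flags inhibition of Vif-driven A3F-eYFP loss in stable HeLa A3F-eYFP/Vif cells seeded overnight beforehand.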
# mIDH1 inhibitor: inhibitors of human mutant IDH1 R132H. hit rate 0.093% among 390,000. IDH1-R132H enzyme, NADPH consumption, diaphorase/resazurin fluorescence. Potency, µM (highest dose often 76.6 µM), for inactives: at the highest dose activity change, negative = inhibition, actives largely listed as inhibitors. AID 602179. O75874; further: on the % scale 0 is the no-effect control and ±100 the full control effect; nearly all actives have a fitted effect of over 65% in size
# Target sequence (O75874 whole entry R132H, stated change not applied): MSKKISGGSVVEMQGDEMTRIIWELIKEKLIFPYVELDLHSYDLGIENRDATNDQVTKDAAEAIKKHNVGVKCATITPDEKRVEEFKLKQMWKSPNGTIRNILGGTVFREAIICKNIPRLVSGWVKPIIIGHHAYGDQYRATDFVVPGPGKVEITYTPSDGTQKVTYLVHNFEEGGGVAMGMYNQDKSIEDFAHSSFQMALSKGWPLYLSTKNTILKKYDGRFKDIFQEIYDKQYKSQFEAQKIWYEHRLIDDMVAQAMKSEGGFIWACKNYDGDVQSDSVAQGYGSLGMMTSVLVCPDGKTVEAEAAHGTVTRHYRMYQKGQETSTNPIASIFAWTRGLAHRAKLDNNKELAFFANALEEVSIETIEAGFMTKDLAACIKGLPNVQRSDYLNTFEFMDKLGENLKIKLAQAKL
#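 IDH1-R132H (0.5 ug/mL dispensed) in pH 7.5 Tris buffer was preincubated 30 min with compound, then given a substrate mix of 0.016 mM NADPH and 2 mM alpha-KG for 80 min at room temperature; remaining NADPH was read by diaphorase/resazurin fluorescence.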
# RXFP1 ag: agonists of human relaxin receptor RXFP1 | Q9HBX9 | HEK293T-RXFP1 cAMP TR-FRET, 30 min; response scale: percent of porcine relaxin response, buffer zero | Potency, µM (doses to about 57.5 µM), for inactives: top-dose activation, hits mostly activators | hit rate 0.3% among 370,000; further: on the % scale 0 is the no-effect control and ±100 the full control effect; nearly all actives have a fitted effect of over 60% in size; many of its hits are not listed in these tables
#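 cAMP rise read by TR-FRET after 30 min, 37C compound exposure (up to 58 uM) in RXFP1-transfected HEK293 cells with Ro 20174 present. EC50 from Hill-equation fits, with 29 nM porcine relaxin as 100% and buffer as basal.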
# USP1-UAF1 inh: inhibitors of human USP1/UAF1 deubiquitinase | recombinant USP1/UAF1, Ub-Rhodamine cleavage fluorescence | Potency, µM (highest dose often 57.1 µM), for inactives: at the highest dose activity change, negative = inhibition, usual class: inhibitors | hit rate 0.23% among 390,000 | AID 743255; further: on the % scale 0 is the no-effect control and ±100 the full control effect; nearly all actives have a fitted effect of over 60% in size; inactives centre near -12
#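 High-throughput fluorogenic screen: 1nM USP1/UAF1 complex, Ub-Rho substrate 150nM final, 50mM HEPES pH 7.8 with 0.5mM EDTA, 0.1 mg/ml BSA, 1mM TCEP and 0.01% Tween-20.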
# Vif-APOBEC3G blk: Vif-A3G binding inhibition; HeLa A3G-eYFP + Vif (tagged APOBEC3G with the HIV-1 protein that degrades it), YFP fluorescence, overnight; Potency, µM (highest dose often 46.1 µM), for the others: top-dose activity, negative = active, most hits filed as inhibitors; hit rate 0.076% among 410,000; AID 602310;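 further: on the % scale 0 is the no-effect control and ±100 the full control effect; nearly all actives have a fitted effect of over 60% in size; hits raise eYFP signal because A3G escapes Vif-driven loss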
# Target sequence (Q9HC16 whole entry, looked up): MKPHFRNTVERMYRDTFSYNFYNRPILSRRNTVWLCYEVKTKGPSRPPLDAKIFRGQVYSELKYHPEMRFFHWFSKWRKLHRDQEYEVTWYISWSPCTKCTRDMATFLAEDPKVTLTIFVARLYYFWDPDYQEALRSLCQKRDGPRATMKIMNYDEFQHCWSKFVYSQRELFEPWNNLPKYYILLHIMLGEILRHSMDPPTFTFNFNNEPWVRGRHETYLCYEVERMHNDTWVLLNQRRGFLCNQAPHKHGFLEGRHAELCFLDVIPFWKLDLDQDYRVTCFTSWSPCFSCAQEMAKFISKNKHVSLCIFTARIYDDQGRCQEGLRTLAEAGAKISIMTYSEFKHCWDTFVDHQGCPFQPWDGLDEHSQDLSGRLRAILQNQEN
#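 Read-out is eYFP fluorescence (Ex 488/Em 500-530) from Vif-expressing HeLa A3G-eYFP cells; more signal means A3G escaped Vif-mediated degradation. Cells plated overnight, compound pinned in, incubated overnight at 37 deg C.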
# The depositor's hits bear a star; i = inactive; ? = inconclusive; / = not tested or not shown; & = joins results of further samples; [ ] = dose if it differs, or a comment. The call rests on the fitted dose curve; in most records, active means well fitted curve in the direction sought with a large enough effect; inconclusive means small, poorly fitted or top-dose-only effect, or another doubt; inactive means no such curve, though single readings can be large; an effect the other way counts as inactive or inconclusive. Potency means the concentration at half of the fitted maximal effect. This is a subset. The share of hits here may be higher or lower than overall.
SMILES,rTrxR1 inhibitor,RGS4 inhibitor,TrxR1 substrate,ALOX12 inh,Vif-A3F inh,mIDH1 inhibitor,RXFP1 ag,USP1-UAF1 inh,Vif-APOBEC3G blk
O=C(Nc1ccc(N2CCOCC2)c(Cl)c1)c1ccc([N+](=O)[O-])o1,-16%,-24%,-7%,-14%,0%,23%,1.8%,-23%,-19%
CC1CCCN(C(c2cccs2)c2nnnn2Cc2ccccc2)C1 (stereo not given),3%,-12%[56.9 µM],-1%,-18%,-3%,5%,-0.4%,-23%,-7%
CSc1nc(N)c2c(C)c(C)sc2n1,32%,3%,1%,5%,1%,-2%,2.9%,-15%,0%
COc1cccc(C2CC(=O)Nc3n[nH]c(-c4ccccc4)c32)c1OC (stereo not given),18%,13%,5%,-1%,-7%,6%,-2.6%,-19%,0%
CC(=O)N1CCN(S(=O)(=O)c2cccc(C(=O)Nc3ccccc3N3CCCCC3)c2)CC1,-13%,12%,13%,-20%,-11%,3%,3.3%,-5%,1%
O=C(O)c1cc(-c2ccccc2Cl)n[nH]1,7%,-26%,5%,?,/,4%,0.2%,-14%,2%
O=C(O)CN=C1NC2(CCCC2)Cc2ccccc21,2%,-17%,-3%,-5%,0%,-4%,0.6%,-9%,1%
NC(=O)c1nsc(C(=O)N(Cc2ccc(F)cc2)C(C(=O)NCC2CCCO2)c2ccc(O)cc2)c1N (stereo not given),33%[activator][57.1 µM],-2%,13%[57.1 µM],-11%,-1%,2%,-0.4%,-7%,-1%
CCOC(=O)c1nnn(-c2ccc([N+](=O)[O-])cc2)c1C,11%,0%,4%,-19%,-2%,-1%,2.6%,-15%,0%
CC(NC(=O)c1ccco1)C1COc2ccccc2O1 (stereo not given),?,9%,3%,10%,-4%,3%,0.8%,-1%,-2%
CN1CCN(CCCNC(=O)CCN2C(=O)COc3ccccc32)CC1,4%,3%,1%,11%,-15%,-9%,-1.4%,?,0%
OCCCN1c2ccccc2Nc2nnc(-c3ccccc3)cc21,-4%,-15%,2%,-9%,-3%,6%,-0.5%,-6%,0%
CCCCC1(C)NC(=O)N(CC(=O)N2CCc3ccccc32)C1=O (stereo not given),20%,14%,5%,346%[activator],-2%,-3%,/,-24%,-7%
O=C1CSC(=S)N1/N=C/c1cc(Br)c(O)c(Br)c1,79µM*,?,-15%,/,?,-2%,-0.7%,18µM*,?
Cc1ccc(CN(C)C(=O)c2ccc(S(=O)(=O)N(C)c3ccccc3)cc2)o1,?,-36%,-3%[57.1 µM],-25%,4%,-1%,-1.2%,-7%,-4%
CCCN(Cc1ccccc1)C(=S)Nc1ccc(OCC)cc1,8%,6%,4%,0%,5%,10%,1.7%,-13%,0%
C/C(=N\NC(N)=S)C1(C)CC2(CC(C)(C)OC2=O)C(=O)O1 (stereo not given),5%[57.1 µM],-20%,9%[57.1 µM],66%[activator],-5%,1%,-1.0%,-11%,3%
CCN(CC)S(=O)(=O)c1cccc(-c2nnc(SCC(=O)NCCC3=CCCCC3)n2N)c1,9%,-10%,1%,0%,/,9%,2.2%,-4%,0%
COc1ccc(N(Cc2cc3cccc(C)c3[nH]c2=O)S(=O)(=O)c2ccc(Cl)cc2)cc1,35%,7%,2%,18%,0%,-4%,2.1%,-14%,2%
Cc1ccccc1CN(C)CCc1ccccn1,-35%,20%,-17%,?,1%,-8%,1.9%,-2%,0%
Cc1ccc2cc(CN(Cc3ccco3)Cc3nnnn3Cc3ccco3)c(=O)[nH]c2c1,?,-24%,-6%,/,/,/,/,/,4%
COc1ccccc1-n1ccnc(SCC(=O)NC2CCCCC2)c1=O,17%,-15%,3%,13%,1%,0%,7.0%,-21%,0%
CC(/C=C/c1ccc(C)o1)=C\C(=O)O,?,?,2%,-11%,-10%,9%,-3.4%,-4%,4%
COc1cc(-c2nnc(SCc3cccnc3)n2C)cc(OC)c1O,2%[57.1 µM],-26%,7%[57.1 µM],2%,-1%,0%,0.6%,-17%,0%
CCCCCC(=O)Nc1ccc2oc(-c3ccncc3)nc2c1,39%[activator],4%,63%[activator],193%&-31%[activator],9%,5%,3.5%,-13%,0%
CC(C)CC(=O)Nc1ccc(-c2nnn(CC(=O)NCc3ccco3)n2)cc1,10%,1%,-1%,0%,-10%,7%,0.4%,-9%,-11%
CCOC(=O)c1c(C)[nH]c(C(=O)OCC(=O)N(C)c2c(N)n(Cc3ccccc3)c(=O)[nH]c2=O)c1C,-12%,7%,-3%,-21%,0%,-1%,1.6%,-5%,-16%
CCOC(=O)c1[nH]c2c(c1-c1ccccc1)C(=O)CC(c1ccc(Cl)cc1)C2 (stereo not given),-6%,7%,-9%,178%[activator],-8%,12%,23%,-5%,-2%
CC(C#N)N1CCN(S(=O)(=O)c2ccc3c(c2)CCC3)CC1 (stereo not given),22%,-11%,5%,-3%,0%,1%,-2.5%,-20%,1%
C=CCSc1nnc(-c2cccc3ccccc23)o1,-1%,21%,-4%,0%,-5%,/,/,/,2%
Cn1c(=O)c2c(nc(NCCO)n2CCc2ccccc2)n(C)c1=O,14%,-8%,5%,18%,-5%,2%,3.0%,-14%,3%
O=C(NC1CC1)C1CCN(Cc2cnn(-c3ccccc3)c2-n2cccc2)CC1,12%,3%,2%,0%,-2%,6%,1.4%,-10%,0%
Cc1ccc(C(=O)N/C(=C/c2ccccc2)C(=O)NCc2ccncc2)cc1,-2%,-1%,-6%,137%[activator],1%,-5%,-0.1%,-10%,1%
Cc1ccc(C)c(-c2nc3cc(N)ccc3o2)c1,-12%,-16%,10%,-3%,-11%,0%,9.6%,-19%,-10%
CC(C)(C)c1ccc(C(=O)c2c[nH]c(C(=O)NCCc3ccccn3)c2)cc1,35%[57.1 µM],-19%,15%[57.1 µM],11%,-1%,10%,15%,-4%,-3%
C[C@H](NC(=O)c1ccc(Cl)cc1)C(=O)OCn1nnc2ccccc2c1=O,1%,9%,0%,160%[activator],-10%,1%,/,-14%,1%
COC(=O)[C@@H]1C[C@H]2CC[C@H](O)C[C@H]2N1Cc1ccc(C(C)(C)C)cc1,-11%,12%,-4%,7%,-3%,0%[38.3 µM],3.9%,-9%,0%
O=C(CCNC(=O)C1CCN(S(=O)(=O)c2ccc(F)cc2)CC1)Nc1ccccc1,9%,16%,0%,15%,5%,-11%,-1.1%,-16%,1%
FC(F)(F)c1cc(NC2CCCCC2)ccn1,25%,5%,5%,?,4%,10%,0.9%,-1%,3%
CC(Oc1cccc2cccnc12)C(=O)N/N=C/c1ccccc1 (stereo not given),19%[57.1 µM],-5%,-7%,-3%,3%,4%,-0.6%,-20%,-7%

# Grouped by structure, the entries above containing a thiophene ring, fused or not (two)
SMILES,rTrxR1 inhibitor,RGS4 inhibitor,TrxR1 substrate,ALOX12 inh,Vif-A3F inh,mIDH1 inhibitor,RXFP1 ag,USP1-UAF1 inh,Vif-APOBEC3G blk
CC1CCCN(C(c2cccs2)c2nnnn2Cc2ccccc2)C1 (stereo not given),3%,-12%[56.9 µM],-1%,-18%,-3%,5%,-0.4%,-23%,-7%
CSc1nc(N)c2c(C)c(C)sc2n1,32%,3%,1%,5%,1%,-2%,2.9%,-15%,0%

# Continuation:
SMILES,rTrxR1 inhibitor,RGS4 inhibitor,TrxR1 substrate,ALOX12 inh,Vif-A3F inh,mIDH1 inhibitor,RXFP1 ag,USP1-UAF1 inh,Vif-APOBEC3G blk
CN(C)CCNCCCNc1c2ccccc2nc2cccc([N+](=O)[O-])c12,?,-13%,-13%,6%,-1%,5%,/,-8%,-3%
COc1ccc(NS(=O)(=O)c2c(F)cc(F)c(Cl)c2F)cc1S(=O)(=O)N1CCCCC1,-8%,16%,-11%,-2%,-14%,4%,1.5%,4%,0%
O=C(NN1CCOCC1)c1cc(-c2cccc(Cl)c2)nc2ccccc12,5%,17%,-12%,2%,-5%,7%,2.3%,-6%,3%
CC(=O)Nc1nnc(SCc2ccc(F)cc2)s1,28%,0%,11%,17%,-11%,3%,1.6%,-19%,-1%
Cc1cc(SCC(=O)Nc2ccc(O)cc2)n2ncc(-c3ccccc3)c2n1,21%,0%[56.9 µM],10%,-21%,0%,-13%,0.1%,-25%,-5%
COc1ccc(NC(=O)NNC(=O)COc2ccc3cc(Br)ccc3c2)cc1OC,51%[activator],?,8%,i,7%,-11%,24%,-18%,-1%
Cc1csc(NC(=O)CSc2nnc(-c3ccc(Cl)cc3)n2N)n1,-2%,-14%,-4%[57.1 µM],24%,11%,3%,-3.8%,-8%,3%
CCCCN(Cc1ccco1)C(=O)Cn1ncc2c([nH]c3ccccc32)c1=O,0%,-36%,-2%,-13%,0%,11%,4.9%,-18%,-3%
CC(C)Cn1c(=O)c2ccccc2c2ccccc2c1=O,17%,1%,5%,-22%,-4%,4%,0.2%,-15%,1%
Fc1c(F)c(F)c(/C=N/NC(=S)Nc2cccnc2)c(F)c1F,33%[57.1 µM],-13%,-13%[57.1 µM],1%,?,4%,8.3%,-20%,-8%
